MCF10A rerep – A quantitative high throughput screen for small molecules that induce DNA re-replication in MCF 10a normal breast cells. MCF 10A DNA re-replication, Hoechst nuclear intensity, 48 h. Potency, µM (titrated, usually from 46.1 µM), without a hit: at the highest dose activity, positive = re-replication, most hits filed as activators. 350,000 tested, 2.9% active. AID 624296, 2012; also: potency is read from the fitted curve at half-maximal effect; % of control where 0% means no effect; nearly all actives have a fitted effect of over 50% in size
HT1080NT lethal – qHTS for induction of synthetic lethality in tumor cells producing 2HG: qHTS for the HT-1080-NT fibrosarcoma cell line. HT-1080-NT fibrosarcoma viability, CellTiter-Glo ATP luminescence, 48 h. 360,000 tested, 1.6% active. Potency, µM (titrated, usually from 46.1 µM), without a hit: top-dose activity, negative = less viability, usual class: cytotoxic;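 also: NT is the 2HG producing partner of a matched IDH1 knockdown line; potency is read from the fitted curve at half-maximal effect; 0% = DMSO-treated cells and -100% = media-only wells without cells; nearly all actives have a fitted effect of over 55% in size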
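750 cells/well, RPMI + 5% FBS; 2 h settle, compound pin-transfer, 48 h at 37 degrees C. CellTiter-Glo 10 min RT, luminescence. Normalized to DMSO and media-only wells.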
SW480 rerep – A quantitative high throughput screen for small molecules that induce DNA re-replication in SW480 colon adenocarcinoma cells. Potency, µM (doses to about 46.1 µM), for inactives: top-dose re-replication activation, usual class: activators. 340,000 tested, 1.8% active. SW480 DNA re-replication, Hoechst DNA content imaging, 48 h; also: potency is read from the fitted curve at half-maximal effect; % of control where 0% means no effect; nearly all actives have a fitted effect of over 55% in size
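Image-based read-out: total Hoechst fluorescence of nuclei (405 nm excitation, 500-530 nm emission), with hits raising the fraction of high-intensity nuclei. SW480 colon cells incubated 48 hr with compounds at 37 C.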
HepG2 viability – qHTS for Inhibitors of TGF-b: Cytotox Counterscreen; HepG2 CAGA-GFP viability, ATP luminescence, 18 h; Potency, µM (doses to about 46.1 µM), inactives show at the top dose activity change, negative = cytotoxicity, hits mostly cytotoxic; 410,000 tested, 0.76% active; also: potency is read from the fitted curve at half-maximal effect; some results filed as inactive show a strong effect at the top dose
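CellTiter-Glo luminescence gave cytotoxicity after 18 hours at 37 degrees C. The cells were HepG2 CAGA-GFP in 1% FBS DMEM, stimulated with 500 pg/mL TGF-beta after compound addition. %Activity was normalised to no-cell wells (complete cell-killing) and DMSO (no toxicity), and curves were fitted and classified.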
HT1080 IDH1KD tx – qHTS for induction of synthetic lethality in tumor cells producing 2HG: qHTS for the HT-1080-IDH1KD cell line; HT-1080 IDH1 knockdown viability, ATP luminescence, 48 h; Potency, µM (doses to about 46.1 µM), for inactives: top-dose activity, negative = toxicity, hits mostly cytotoxic; 360,000 tested, 2% active;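 also: potency is read from the fitted curve at half-maximal effect; 0% = DMSO wells and -100% = cell-free medium wells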
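After a 2 h attachment period, IDH1KD HT-1080 cells took pin-transferred compound for 48 h at 37 °C; ATP-based luminescence after 10 min room-temperature reagent incubation reported viability.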
ATXN viability – Viability Counterscreen for Primary qHTS for Inhibitors of ATXN expression; Potency, µM (doses to about 56.7 µM), usual class: cytotoxic; S2 cells (HEK-293 line with an ATXN2-luciferase reporter) viability, CellTiter-Fluor protease fluorescence, 24 h; AID 651635, 2014; 400,000 tested, 0.49% active; also: potency is read from the fitted curve at half-maximal effect; nearly all actives have a fitted effect of over 40% in size
IL1B secr inh – qHTS for Inhibitors of Inflammasome Signaling: IL-1-beta AlphaLISA Primary Screen; 360,000 tested, 4.7% active; activity change, % at 57.5 µM; THP-1 LPS/ATP IL-1B secretion, AlphaLISA, 16 h; active compounds read low; AID 743279, 2014; in the data active = activity change below about -50%; inconclusive = mostly about -30% to -49%; also: % is scaled to controls: 0 for no effect and ±100 for the full control effect
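Secreted IL-1B measured by AlphaLISA bead assay after 16 h compound exposure of THP-1 cells; compounds (final up to 57.5 uM) added 1 h before LPS (250 ng/mL) and ATP (1.25 mM) stimulation; lower signal means less secretion.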
KB-3-1 cytotox – qHTS assay for MDR1-selective chemotherapeutics: Primary screen using the parental adenocarcinoma cell KB-3-1; KB-3-1 viability, CellTiter-Glo ATP luminescence, 72 h; Potency, µM (titrated, usually from 46.1 µM), without a hit: at the highest dose activity change, negative = cytotoxic, most hits filed as cytotoxic; 400,000 tested, 1.4% active; AID 1347075, 2019; also: potency is read from the fitted curve at half-maximal effect; % is scaled to controls: 0 for no effect and ±100 for the full control effect; nearly all actives have a fitted effect of over 60% in size
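Cytotoxicity measured as CellTiter-Glo luminescence after 72 h at 37 C. Compound titrations were pinned onto drug-naive KB-3-1 parental adenocarcinoma cells grown in DMEM with 10% FBS, and normalized data fitted to concentration-response curves.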
ATXN2 expr inh – Primary qHTS for Inhibitors of ATXN expression; 360,000 tested, 0.72% active; Potency, µM (doses to about 57 µM), without a hit: at the highest dose activity change, negative = inhibition, most hits filed as inhibitors; HEK-293 ATXN2-luciferase reporter, luminescence, 24 h; also: potency is read from the fitted curve at half-maximal effect; % is scaled to controls: 0 for no effect and ±100 for the full control effect; nearly all actives have a fitted effect of over 55% in size
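qHTS (up to 57 uM final) was run with 24 h compound exposure of reporter cells at 37 °C. Each well was multiplexed: SteadyGlo luminescence measured ATXN2-luciferase expression after a fluorogenic Gly-Phe-AFC viability readout (25 uM final).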
* marks the source's active call; other numbers are inactive results; & = joins results of further samples; [ ] = remark or other dose. Unless noted, calls follow the shape of the dose curve; as a rule, active = well fitted curve in the direction sought with a large enough effect; inconclusive = small, poorly fitted or top-dose-only effect, or another doubt; inactive = no such curve, though single readings can be large; an effect the other way counts as inactive or inconclusive.

How did COc1ccccc1-n1ccnc(SCC(=O)NC2CCCC2)c1=O do in these assays?
MCF10A rerep: 1%; HT1080NT lethal: 24%; SW480 rerep: -32%[inhibitor]; HepG2 viability: 8%; HT1080 IDH1KD tx: 16%; ATXN viability: inactive; IL1B secr inh: -6; KB-3-1 cytotox: 13%; ATXN2 expr inh: -6%

Results for CCCCN(c1ccccc1)c1ncnc2c1cnn2-c1ccc(Cl)cc1 ?
HepG2 viability: 1%; ATXN viability: inactive; KB-3-1 cytotox: -1%; ATXN2 expr inh: 48%[activator]

Results for O=C(COc1cc(Cl)ccc1Cl)N1CCNC1=O ?
MCF10A rerep: -5%; HT1080NT lethal: 12%; SW480 rerep: -72%[inhibitor]; HepG2 viability: 7%; HT1080 IDH1KD tx: -1%; ATXN viability: inactive; IL1B secr inh: 5; KB-3-1 cytotox: 4%; ATXN2 expr inh: 0%

What do the screens show for `COc1cc(S(=O)(=O)NCc2cccnc2)ccc1F`?
MCF10A rerep: -1%; HT1080NT lethal: 0%; SW480 rerep: 1%; HepG2 viability: 4%; HT1080 IDH1KD tx: 2%; ATXN viability: inactive; IL1B secr inh: 14; KB-3-1 cytotox: 14%; ATXN2 expr inh: 1%

What do the screens show for `Cc1ccc(-n2ncc(C(=O)NCCN3CCN(C)CC3)c2C2CCN(C(=O)OC(C)(C)C)CC2)c(C)c1`?
HepG2 viability: -26%; ATXN viability: inactive; KB-3-1 cytotox: -3%; ATXN2 expr inh: -22%

How did Cc1ccc(CNC(=O)c2nnc(Cc3ccc(Cl)cc3)o2)cc1 do in these assays?
MCF10A rerep: inconclusive; HT1080NT lethal: 2%; SW480 rerep: -4%; HepG2 viability: -12%&-12%; HT1080 IDH1KD tx: 6%; ATXN viability: inactive; IL1B secr inh: 7; KB-3-1 cytotox: 7%&2%; ATXN2 expr inh: -1%&0%

How did COc1ccc(C(=O)Oc2c(OC)cc(C(=S)N3CCOCC3)cc2OC)cc1OC do in these assays?
MCF10A rerep: -2%; HT1080NT lethal: 3%; SW480 rerep: 1%; HepG2 viability: 7%; HT1080 IDH1KD tx: -1%; ATXN viability: inactive; IL1B secr inh: 17; KB-3-1 cytotox: -16%

How did O=C1O[C@@H](c2ccccc2)C[C@@H](O)C(=O)CCc2ccccc21 do in these assays?
HT1080NT lethal: 13%; HT1080 IDH1KD tx: 1%; ATXN viability: inactive; IL1B secr inh: 2; KB-3-1 cytotox: 9%; ATXN2 expr inh: 3%

Results for Cc1nn(-c2ccccc2)c(C)c1/C=C/C(=O)OCC(=O)Nc1ccc(C(N)=O)cc1 ?
MCF10A rerep: -2%; HT1080NT lethal: -1%; SW480 rerep: -4%; HepG2 viability: 10%; HT1080 IDH1KD tx: -1%; ATXN viability: inactive; IL1B secr inh: 11; KB-3-1 cytotox: -1%

Results for c1ccc(C2Nc3ccccc3C3OCCCC23)cc1 (configuration not stated) ?
MCF10A rerep: inconclusive; HT1080NT lethal: inconclusive; SW480 rerep: inconclusive; HepG2 viability: 3%; HT1080 IDH1KD tx: inconclusive; ATXN viability: inactive; IL1B secr inh: 0; KB-3-1 cytotox: -8%; ATXN2 expr inh: -15%

Results for Cc1ccc(/C=N/N2CCN(Cc3ccccc3)CC2)o1 ?
MCF10A rerep: -1%; HT1080NT lethal: -5%; SW480 rerep: 2%; HepG2 viability: -42%; HT1080 IDH1KD tx: inconclusive; ATXN viability: inactive; IL1B secr inh: -22; KB-3-1 cytotox: 0%; ATXN2 expr inh: 11%

How did COc1cccc(CN(C(=O)COc2ccccc2[N+](=O)[O-])C2CCS(=O)(=O)C2)c1 (configuration not stated) do in these assays?
MCF10A rerep: inconclusive; HT1080NT lethal: -5%; SW480 rerep: inconclusive; HepG2 viability: -12%; HT1080 IDH1KD tx: 0%; ATXN viability: inactive; IL1B secr inh: 0; KB-3-1 cytotox: -25%; ATXN2 expr inh: -10%

What do the screens show for `COCCCN(C(=O)c1cc2c(s1)CCCCC2)c1c(N)n(Cc2ccccc2)c(=O)[nH]c1=O`?
MCF10A rerep: 10%; HT1080NT lethal: -7%; SW480 rerep: 4%; HepG2 viability: -13%; HT1080 IDH1KD tx: -6%; ATXN viability: inconclusive; IL1B secr inh: -16; KB-3-1 cytotox: 1%; ATXN2 expr inh: -7%

What do the screens show for `COc1cc(C(=O)NNC(=O)CCOc2ccccc2C)cc(OC)c1OC`?
MCF10A rerep: 0%; HT1080NT lethal: 0%; SW480 rerep: -3%; HepG2 viability: -14%; HT1080 IDH1KD tx: 9%; ATXN viability: inactive; IL1B secr inh: -2; KB-3-1 cytotox: -8%; ATXN2 expr inh: 7%

Results for Cc1ccc(Cc2cncc(O)c2)cc1S(=O)(=O)O ?
MCF10A rerep: 18%; HT1080NT lethal: 22%; SW480 rerep: -1%; HepG2 viability: 1%; HT1080 IDH1KD tx: 15%; ATXN viability: inactive; IL1B secr inh: 17; KB-3-1 cytotox: 8%; ATXN2 expr inh: -2%

What do the screens show for `CCCOC1CCCN(C(=O)c2cc(COc3cncc(Cl)c3)on2)C1` (configuration not stated)?
MCF10A rerep: -10%; HT1080NT lethal: 2%; SW480 rerep: -10%; HepG2 viability: -2%; HT1080 IDH1KD tx: 1%; ATXN viability: inactive; IL1B secr inh: 0; KB-3-1 cytotox: inconclusive; ATXN2 expr inh: 48%[activator]

How did COC(=O)[C@]1(C)N[C@H](CN(C)C(=O)NC(C)C)[C@@H]2C(=O)N(Cc3ccccc3)C(=O)[C@@H]21 do in these assays?
MCF10A rerep: 4%; HT1080NT lethal: 2%; SW480 rerep: inconclusive; HepG2 viability: -3%; HT1080 IDH1KD tx: 8%; ATXN viability: inactive; IL1B secr inh: 28; KB-3-1 cytotox: 0%; ATXN2 expr inh: 7%

How did O=C(O)c1c(NC(=O)N(CCO)Cc2ccccc2)sc2c1CCCC2 do in these assays?
MCF10A rerep: -3%; HT1080NT lethal: 1%; SW480 rerep: 4%; HepG2 viability: 15%; HT1080 IDH1KD tx: 0%; ATXN viability: inactive; IL1B secr inh: 28; KB-3-1 cytotox: 2%; ATXN2 expr inh: 8%

How did CCOC(=O)C1C(C(=O)OCC)C(C)(C)C1N(C)C (configuration not stated) do in these assays?
HT1080NT lethal: 4%; HepG2 viability: 17%; HT1080 IDH1KD tx: 15%; ATXN viability: inactive; IL1B secr inh: 0; KB-3-1 cytotox: -5%

How did C(=C\c1ccccc1)/CN1CCN(C(CCc2ccccc2)c2nnnn2-c2ccc3c(c2)OCCO3)CC1 (configuration not stated) do in these assays?
HT1080NT lethal: inconclusive; HepG2 viability: -7%; HT1080 IDH1KD tx: inconclusive; ATXN viability: inactive; IL1B secr inh: -30; KB-3-1 cytotox: -3%; ATXN2 expr inh: -7%

Quoted at random: 2 entries already listed, in no set order.
What do the screens show for `COc1cc(C(=O)NNC(=O)CCOc2ccccc2C)cc(OC)c1OC`?
MCF10A rerep: 0%; HT1080NT lethal: 0%; SW480 rerep: -3%; HepG2 viability: -14%; HT1080 IDH1KD tx: 9%; ATXN viability: inactive; IL1B secr inh: -2; KB-3-1 cytotox: -8%; ATXN2 expr inh: 7%

What do the screens show for `CCCOC1CCCN(C(=O)c2cc(COc3cncc(Cl)c3)on2)C1` (configuration not stated)?
MCF10A rerep: -10%; HT1080NT lethal: 2%; SW480 rerep: -10%; HepG2 viability: -2%; HT1080 IDH1KD tx: 1%; ATXN viability: inactive; IL1B secr inh: 0; KB-3-1 cytotox: inconclusive; ATXN2 expr inh: 48%[activator]

(continued)
Results for O=C(O)CCCCCNCc1ccncc1 ?
MCF10A rerep: -19%; HT1080NT lethal: 13%; SW480 rerep: -2%; HepG2 viability: 1%; HT1080 IDH1KD tx: 1%; ATXN viability: inactive; IL1B secr inh: -5; KB-3-1 cytotox: 7%; ATXN2 expr inh: -5%

Results for COC(=O)c1c(NC(=S)Nc2ccc(F)cc2[N+](=O)[O-])sc2c1CCCCC2 ?
MCF10A rerep: -8%; HT1080NT lethal: 1%; SW480 rerep: -6%; HepG2 viability: 4%; HT1080 IDH1KD tx: 11%; ATXN viability: inactive; IL1B secr inh: 23; KB-3-1 cytotox: 6%; ATXN2 expr inh: -9%

How did CCc1ccc2c(c1)C(NC(C)=O)C(=O)N2CCN1CCOCC1 (configuration not stated) do in these assays?
MCF10A rerep: -1%; HT1080NT lethal: 14%; SW480 rerep: 2%; HepG2 viability: 9%; HT1080 IDH1KD tx: 1%; ATXN viability: inactive; IL1B secr inh: 24; KB-3-1 cytotox: -1%; ATXN2 expr inh: 21%

How did Cc1cc(=O)[nH]c(COc2ccccc2)n1 do in these assays?
MCF10A rerep: 13%; HT1080NT lethal: 2%; SW480 rerep: 0%; HepG2 viability: 9%; HT1080 IDH1KD tx: -1%; ATXN viability: inactive; IL1B secr inh: 21; KB-3-1 cytotox: 7%; ATXN2 expr inh: 2%

Results for c1ccc2c(NC3C4CC5CC(C4)CC3C5)nc(N3CCOCC3)nc2c1 (configuration not stated) ?
MCF10A rerep: inconclusive; HT1080NT lethal: 15µM*; SW480 rerep: -8%; HepG2 viability: -19%; HT1080 IDH1KD tx: 18µM*; ATXN viability: inconclusive; IL1B secr inh: -80*; KB-3-1 cytotox: inconclusive; ATXN2 expr inh: -10%

How did C/C(=N\NC(N)=O)c1ccccc1 do in these assays?
MCF10A rerep: -10%; HT1080NT lethal: 20%; SW480 rerep: -1%; HepG2 viability: 7%; HT1080 IDH1KD tx: 15%; ATXN viability: inactive; IL1B secr inh: 0; KB-3-1 cytotox: 2%; ATXN2 expr inh: 7%
